# Bioassay records (PubChem BioAssay)
# CXCR6 inh: inhibitors of human CXCR6 receptor; CHO-K1 PathHunter CXCR6 beta-arrestin, luminescence; 360,000 tested, 0.36% active; inhibition, % at 20 µM; in the data active = inhibition above about 34%, passing the limit was not always enough;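 also: antagonist mode with CXCL16 agonist at 10 nM final; 0% = 10 nM CXCL16 with DMSO and 100% = unstimulated wells without agonist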
# MPTP block: inhibitors of mitochondrial permeability transition pore. isolated mouse mitochondria, Ca2+ swelling absorbance, 30 min. AID 602449. inhibition, % at 10 µM. 360,000 tested, 1.4% active;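 active = inhibition of 50% or more, scaled per plate between neutral and stimulator controls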;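 also: 0% = DMSO wells given calcium and 100% = 1 mM EGTA wells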
# EBI2 block: blocks human EBI2 receptor beta-arrestin signaling; EBI2 beta-arrestin recruitment, luminescence, 7a,25-OHC stimulated; inhibition, % at 5 µM; 360,000 tested, 0.81% active; P32249; AID 651636; in the data active = inhibition above about 38%;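 also: enzyme fragment complementation signal reports receptor beta-arrestin coupling in cells; 0% = agonist plus DMSO wells and 100% = wells without agonist; some results beyond the cut were filed as inactive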
# Target sequence (P32249 whole entry, looked up, the tested form may be a part): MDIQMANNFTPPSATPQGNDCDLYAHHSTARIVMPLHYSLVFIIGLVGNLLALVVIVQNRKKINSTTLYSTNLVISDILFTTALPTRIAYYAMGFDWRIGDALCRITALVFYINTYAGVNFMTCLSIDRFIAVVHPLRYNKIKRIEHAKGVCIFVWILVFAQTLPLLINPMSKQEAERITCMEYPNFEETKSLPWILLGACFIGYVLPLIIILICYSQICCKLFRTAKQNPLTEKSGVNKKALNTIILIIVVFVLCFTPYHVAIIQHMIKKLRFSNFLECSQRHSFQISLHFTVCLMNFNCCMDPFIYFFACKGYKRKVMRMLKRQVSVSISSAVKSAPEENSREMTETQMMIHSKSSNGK
# GRIN3A LBD mod: modulates the human NR3A ligand-binding domain; NR3A LBD differential scanning fluorimetry, Tm shift; 0% = protein alone, 100% = glycine-bound protein; 340,000 tested, 2.5% active; Tm shift relative to glycine control, % at 25 µM;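 active = melting temperature shift of at least 10% of the positive control shift, at one fixed dose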
# CCR6 antagonist: antagonists of human CCR6 receptor. CHO-K1 CCR6 PathHunter beta-arrestin, luminescence, CCL20-stimulated. inhibition, % at 20 µM. 340,000 tested, 0.49% active. AID 493098;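 active = compounds whose inhibition of the agonist-driven luminescence signal at 20 µM reaches about 50%, limit read from the data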;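 also: cells stimulated with CCL20 at 14 nM final; plate controls were DMSO with CCL20 for no effect and DMSO without agonist for full effect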
# Gli-Sufu block: blocks Gli-Sufu signaling in a luciferase reporter. Sufu-KO-LIGHT fibroblasts, Gli luciferase reporter luminescence. inhibition, % at 5 µM. 340,000 tested, 0.74% active;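 active = inhibition above about 55%, limit read from the data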;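 also: 0% = DMSO-treated cells and 100% = wells with medium but no cells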
# APOBEC3G inh: inhibitors of human APOBEC3G DNA deaminase | recombinant A3G, ssDNA deamination FAM/TAMRA fluorescence | Q9HC16 | inhibition, % at 20 µM | 330,000 tested, 0.28% active;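 active = inhibition of at least 40% at 20 µM, with no more than 30% in the related APOBEC3A deaminase screen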;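 also: plate controls were DMSO wells with A3G for no effect and wells lacking A3G enzyme for full effect; some compounds called inactive have numbers as strong as hits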
# A3A deaminase: blocks human APOBEC3A ssDNA deamination; P31941; recombinant A3A, FAM/TAMRA ssDNA deamination fluorescence; inhibition, % at 20 µM; 330,000 tested, 0.41% active; AID 493011;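 active = at least 40% inhibition at 20 µM here, with at most 30% in a related deaminase screen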;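 also: plate controls were A3A with DMSO for no effect and wells lacking A3A enzyme for full effect; some results filed as inactive read as strong as hits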
# Target sequence (P31941 whole entry, looked up): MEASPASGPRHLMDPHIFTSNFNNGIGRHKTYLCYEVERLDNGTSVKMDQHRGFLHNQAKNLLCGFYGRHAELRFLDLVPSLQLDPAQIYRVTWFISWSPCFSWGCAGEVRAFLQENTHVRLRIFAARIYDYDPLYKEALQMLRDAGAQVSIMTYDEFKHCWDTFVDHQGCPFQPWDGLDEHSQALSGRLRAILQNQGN
# * hit, by the source's call.
# Letters – A = CXCR6 inh; B = MPTP block; C = EBI2 block; D = GRIN3A LBD mod; E = CCR6 antagonist; F = Gli-Sufu block; G = APOBEC3G inh; H = A3A deaminase
1) O=C(CN1C(=O)NC2(CCCC2)C1=O)NCC1CCCO1 (centres undefined)
  A: -1; B: 1.2; C: 4; D: 0; E: -3; F: 7; G: -1; H: 6

2) O=C(/C=C/c1cccc(Cl)c1)N1CCC(Cc2ccccc2)CC1
  A: -6; B: 3.7; C: 70*; D: -5; E: 20; F: -10; G: -5; H: -3

3) COc1ccccc1C1NC(=O)NC(C)=C1C(C)=O (centres undefined)
  A: 2; B: -3.2; C: -5; D: -1; E: 6; F: -12; G: -7; H: -19

4) Cc1cc(C)c(S(=O)(=O)Nc2nnc(C3CCCCC3)s2)c(C)c1
  A: 2; B: 2.2; C: -1; D: -13; E: -16; F: -2; G: 1; H: 1

5) CCOc1ccc(NC(=O)NCC2CCN(Cc3ccc(F)cc3)CC2)cc1
  A: 7; B: 0.1; C: -5; D: -1; E: 11; F: 5; G: -4; H: 2

6) CCOc1ccc(Nc2nc(-c3cccnc3)cs2)cc1
  A: -1; B: 0.8; C: 16; D: -16; E: 11; F: -2; G: -7; H: -5

7) COc1cc(CNC(C)C)ccc1OCC(=O)Nc1cccc2ccccc12
  A: -3; B: -2.3; C: 3; D: -1; E: 25; F: 20; G: 1; H: 2

8) O=S(=O)(NCCSc1ccccc1)c1ccc(F)cc1
  A: 3; B: 0.5; C: 1; D: 1; E: 7; F: -7; G: 0; H: 3

9) Cc1ccc(Nc2nc(/N=C/N(C)C)n[nH]2)cc1C
  A: 2; B: -0.2; C: -2; D: 0; E: -1; F: 15; G: -5; H: 2

10) CC(OC(=O)CC1CCCC1)C(=O)Nc1ccc(Cl)cn1 (centres undefined)
  A: -4; B: -0.8; C: -2; D: 1; E: 7; F: -5; G: -10; H: -1

11) COc1ccc(/C=N/NC(=O)Cn2cnc3c2c(=O)n(C)c(=O)n3C)c(OC)c1OC
  A: -4; B: 0.5; C: -9; D: -1; E: 0; F: 8; G: 8; H: 3

12) CCCCCC(=O)NC(=S)Nc1ccc(N2CCCCC2)c(Cl)c1
  A: -1; B: 2.7; C: 25; D: 1; E: 20; F: 32; G: 1; H: 0

13) CCC(=Nc1ccccc1OC)C1=C(O)CC(c2ccccc2)CC1=O (centres undefined)
  A: 0; B: -0.5; C: -1; D: -2; E: 11; F: -11; G: -5; H: -2

14) CNC(=O)c1ccc(NC(=O)CC23CC4CC(CC(C4)C2)C3)cc1
  A: 0; B: 3.5; C: -9; D: -1; E: -1; F: -18; G: -5; H: 3

15) O=C(Cc1ccccc1[N+](=O)[O-])NC1CCN(Cc2ccccc2)CC1
  A: 5; B: -0.7; C: -12; D: -1; E: -10; F: 50; G: -7; H: -4

16) CCCCC(=O)Nc1cccc(-c2nc3ncccc3o2)c1C
  A: -1; B: -1.2; C: 2; D: -2; E: 9; F: 6; G: -3; H: -5

17) Cc1ccc(N=C2NC(=O)/C(=C/c3cccs3)S2)cc1C
  A: 4; B: 10; C: 0; D: 2; E: 19; F: -7; G: -8; H: -3

18) CCCCN(C)C(=O)c1cc2cc3ccc(OC)cc3nc2o1
  A: 13; B: -1.3; C: -2; D: -1; E: 11; F: -64; G: -4; H: 4

19) CCc1ccc(NC(=O)C/C(C)=N/NC(=O)OCc2ccc(OC)cc2)cc1
  A: 5; B: -0.1; C: -2; D: 9; E: 6; F: -25; G: -5; H: -4

20) COc1ccc2ccccc2c1/C=N/NC(=O)c1ccc(C)nc1
  A: -1; B: 1.5; C: -6; D: -1; E: -5; F: 2; G: -8; H: -4

21) C/C(=N/NC(=O)c1cccc(Br)c1)C1CC2CCC1C2 (centres undefined)
  A: -1; B: 2.0; C: -5; D: 1; E: 2; F: 9; G: -8; H: -2

22) N#Cc1ccc(NC(=O)COc2ccc(-n3cnnn3)cc2)cc1
  A: -5; B: -1.5; C: -4; D: -1; E: -1; F: 5; G: -6; H: -4

23) CCc1ccc(C(=O)N2CCC(c3nc4ccccc4s3)CC2)cc1
  A: -1; B: -0.6; C: 13; D: -2; E: 10; F: 2; G: -7; H: -2

24) N/C(CSc1ccccn1)=N\OCc1c(Cl)cccc1Cl
  A: 5; B: 0.3; C: 2; D: -3; E: 5; F: -5; G: -2; H: 0

25) Cc1cc(C(=O)COC(=O)Cc2n[nH]c(=O)c3ccccc23)c(C)n1-c1ccc2c(c1)OCO2
  A: 14; B: 22; C: 7; D: -13; E: 25; F: -3; G: -8; H: -5

26) CC(Sc1nnnn1C)C(=O)NC(=O)NC1CCCCC1 (centres undefined)
  A: 2; B: 0.5; C: -2; D: -1; E: 2; F: 3; G: -5; H: -2

27) CCN(CC(=O)Nc1ccccc1C(F)(F)F)C(=O)c1cc(S(=O)(=O)N(C)C)ccc1N1CCCC1
  A: 10; B: -1.5; C: 7; D: -2; E: 28; F: -4; G: -5; H: -4

28) CCOC(=O)c1sc2nc(SCC(=O)N(CC)CC)n(CCCN3CCCC3=O)c(=O)c2c1C
  A: 4; B: 0.9; C: 1; D: -2; E: 2; F: 0; G: -9; H: 4

# An excerpt from above in order of the APOBEC3G inh value, low to high:
no. | Molecule | APOBEC3G inh
10 | CC(OC(=O)CC1CCCC1)C(=O)Nc1ccc(Cl)cn1 (centres undefined) | -10
28 | CCOC(=O)c1sc2nc(SCC(=O)N(CC)CC)n(CCCN3CCCC3=O)c(=O)c2c1C | -9
23 | CCc1ccc(C(=O)N2CCC(c3nc4ccccc4s3)CC2)cc1 | -7
22 | N#Cc1ccc(NC(=O)COc2ccc(-n3cnnn3)cc2)cc1 | -6
9 | Cc1ccc(Nc2nc(/N=C/N(C)C)n[nH]2)cc1C | -5
5 | CCOc1ccc(NC(=O)NCC2CCN(Cc3ccc(F)cc3)CC2)cc1 | -4
16 | CCCCC(=O)Nc1cccc(-c2nc3ncccc3o2)c1C | -3

# EBI2 block: entries above that show a hit.
cpd	structure	CXCR6 inh	MPTP block	EBI2 block	GRIN3A LBD mod	CCR6 antagonist	APOBEC3G inh	A3A deaminase
2	O=C(/C=C/c1cccc(Cl)c1)N1CCC(Cc2ccccc2)CC1	-6	3.7	70*	-5	20	-5	-3

# Whole records from above. Values in the order: CXCR6 inh | MPTP block | EBI2 block | GRIN3A LBD mod | CCR6 antagonist | Gli-Sufu block | APOBEC3G inh | A3A deaminase
# CCOc1ccc(Nc2nc(-c3cccnc3)cs2)cc1 as listed: -1 | 0.8 | 16 | -16 | 11 | -2 | -7 | -5
# CCOc1ccc(NC(=O)NCC2CCN(Cc3ccc(F)cc3)CC2)cc1 as listed: 7 | 0.1 | -5 | -1 | 11 | 5 | -4 | 2
# Cc1cc(C)c(S(=O)(=O)Nc2nnc(C3CCCCC3)s2)c(C)c1 as listed: 2 | 2.2 | -1 | -13 | -16 | -2 | 1 | 1
# N#Cc1ccc(NC(=O)COc2ccc(-n3cnnn3)cc2)cc1 as listed: -5 | -1.5 | -4 | -1 | -1 | 5 | -6 | -4
# CCCCC(=O)Nc1cccc(-c2nc3ncccc3o2)c1C as listed: -1 | -1.2 | 2 | -2 | 9 | 6 | -3 | -5
